# Rv3671c inh: inhibitors of M. tuberculosis serine protease Rv3671c. inhibition, % at 5.96 µM. AID 2606. 320,000 compounds, 0.048% hits; in the data active means inhibition above about 38%;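 further: extracellular domain of Rv3671c used as enzyme; 0% = enzyme with DMSO and 100% = no enzyme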
# Mtb FBA inh: inhibitors of M. tuberculosis fructose-bisphosphate aldolase; purified M. tuberculosis FBA, fluorescence read-out; inhibition, % at 1 µM; 360,000 compounds, 2.3% hits; AID 588726; in the data active means inhibition above about 27%;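 further: 0% = vehicle and 100% = reference inhibitor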
# Target sequence (P9WQA3 whole entry, looked up): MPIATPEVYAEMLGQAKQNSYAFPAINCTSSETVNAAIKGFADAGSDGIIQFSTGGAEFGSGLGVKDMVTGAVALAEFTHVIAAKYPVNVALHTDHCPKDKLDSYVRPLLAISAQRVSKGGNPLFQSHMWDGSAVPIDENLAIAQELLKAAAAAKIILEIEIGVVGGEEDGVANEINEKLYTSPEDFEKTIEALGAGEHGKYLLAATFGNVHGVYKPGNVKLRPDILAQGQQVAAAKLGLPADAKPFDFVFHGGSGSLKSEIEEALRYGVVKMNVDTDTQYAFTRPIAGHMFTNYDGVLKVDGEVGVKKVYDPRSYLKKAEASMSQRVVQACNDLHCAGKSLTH
# UGM FP inh: inhibitors of M. tuberculosis UDP-galactopyranose mutase; P9WIQ1; inhibition, % at 10 µM; purified UGM, fluorescence polarization probe displacement; AID 504406; 320,000 compounds, 0.06% hits; in the data active means inhibition above about 10%, passing the limit was not always enough; inconclusive means no clear call, values can overlap the other calls
# Target sequence (P9WIQ1 whole entry, looked up): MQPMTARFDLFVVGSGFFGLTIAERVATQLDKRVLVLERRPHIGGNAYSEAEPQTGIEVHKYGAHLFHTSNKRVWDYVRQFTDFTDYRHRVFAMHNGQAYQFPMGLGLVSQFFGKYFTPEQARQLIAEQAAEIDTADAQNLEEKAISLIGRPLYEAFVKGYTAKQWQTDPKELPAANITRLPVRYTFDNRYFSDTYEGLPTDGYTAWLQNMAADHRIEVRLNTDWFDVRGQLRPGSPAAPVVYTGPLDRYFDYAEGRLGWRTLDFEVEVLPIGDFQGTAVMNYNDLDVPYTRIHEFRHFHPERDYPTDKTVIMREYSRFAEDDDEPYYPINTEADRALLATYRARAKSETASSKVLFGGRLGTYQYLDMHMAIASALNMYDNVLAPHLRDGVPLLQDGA
# DUSP3 inh: blocks human VHR1 dual specificity phosphatase; P51452; recombinant VHR phosphatase, pNPP absorbance; inhibition, % at 13.3 µM; 290,000 compounds, 0.52% hits; AID 1654; in the data active means inhibition above about 50%; further: some compounds called inactive have numbers as strong as hits
# Target sequence (P51452 whole entry, looked up): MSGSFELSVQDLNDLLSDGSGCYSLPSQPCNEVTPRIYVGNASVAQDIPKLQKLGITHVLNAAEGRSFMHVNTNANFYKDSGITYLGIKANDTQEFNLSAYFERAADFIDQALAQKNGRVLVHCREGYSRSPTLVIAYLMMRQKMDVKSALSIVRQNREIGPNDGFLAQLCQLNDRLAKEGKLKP
# FadD28 FP inh: M. tuberculosis FadD28 bisubstrate binding inhibition; 360,000 compounds, 0.22% hits; AID 588549; inhibition, % at 12.5 µM; FadD28 bisubstrate probe binding, fluorescence polarization; in the data active means inhibition above about 8.5%, passing the limit was not always enough; inconclusive means no clear call, values can overlap the other calls
# CCHFV vOTU inh: CCHFV vOTU protease inhibition | 370,000 compounds, 0.55% hits | AID 651958 | inhibition, % at 11.5 µM | Pep-AMC fluorescence; further: 0% = vehicle wells with enzyme and 100% = no enzyme wells
# GDH-TPI inh: inhibits GDH-TPI coupling enzymes, artifact for Mtb FBA screen. GDH-TPI coupled enzyme counterscreen, NADH absorbance. 360,000 compounds, 1.2% hits. AID 588335. inhibition, % at 4.8 µM;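 further: 0% = DMSO wells and 100% = wells lacking the enzyme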
# MazEF act: increases E. coli MazEF RNase cleavage of RNA | activation, % at 20 µM | FAM/BHQ RNA-DNA oligo cleavage fluorescence, 5 h | P0AE70 | 350,000 compounds, 0.32% hits; in the data active means activation above about 50%
# Target sequence (P0AE70 whole entry, looked up): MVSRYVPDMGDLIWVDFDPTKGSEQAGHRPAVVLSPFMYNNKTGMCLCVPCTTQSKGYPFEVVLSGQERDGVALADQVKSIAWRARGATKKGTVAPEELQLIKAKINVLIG
# BoNT-F LC inh: inhibitors of Botulinum neurotoxin F light chain protease | Multiplex microsphere protease cleavage assay, flow cytometry | inhibition, % at 10 µM | 360,000 compounds, 0.22% hits; in the data active means inhibition above about 35%, passing the limit was not always enough; inconclusive means no clear call, values can overlap the other calls; further: plate controls were buffer without enzyme for full effect and enzyme alone for no effect
# BioA inh: blocks M. tuberculosis BioA enzyme activity. AID 602481. 360,000 compounds, 0.096% hits. inhibition, % at 9.99 µM. purified M. tuberculosis BioA enzyme, plate reader; in the data active means inhibition above about 40%; inconclusive means no clear call, values can overlap the other calls
# Numbers without * were called inactive; ? = inconclusive; . = not tested or not shown. Unless noted, no stated cut-off is given here; in the data, active means inhibition above about 30%; inactive means the rest.
1: Cc1cc(-c2ccccc2)n2nc(N)nc2n1
2: Cc1ccc(-c2nnn(CC(=O)N(Cc3cccs3)C(C(=O)NC3CCCCC3)c3ccco3)n2)o1 (stereo not given)
3: COc1ccc(N(Cc2cc3ccc(C)cc3[nH]c2=O)C(C)=O)cc1
4: COc1ccccc1NC(=S)NCCSc1ccc(Cl)cc1
5: Cc1ccc(C(=O)Nc2ccc3c(c2)OCCO3)cc1
6: COC(=O)C1=C(C)N(c2ccc(Cl)c(Cl)c2)C(=O)C1
7: CC(C)c1nnc(NC(=O)CSc2ncn[nH]2)s1
8: COc1ccc(Nc2nc(C(C)(C)C)nc3c2nnn3Cc2ccccc2Cl)cc1OC
screen / no. | 1 | 2 | 3 | 4 | 5 | 6 | 7 | 8
BoNT-F LC inh | -2 | 6 | -13 | -1 | 13 | -1 | -11 | -12
CCHFV vOTU inh | -25 | 8 | 1 | 23 | -15 | -6 | -1 | 0
Rv3671c inh | -7 | -1 | 6 | -1 | . | -20 | -2 | -3
DUSP3 inh | 11 | 15 | 18 | 16 | 9 | 18 | 3 | .
BioA inh | -1.6 | -1.6 | 1.8 | 1.1 | 3.1 | 3.1 | -0.2 | -3.3
UGM FP inh | 0.5 | 0.1 | -3.1 | 2.2 | 0.1 | 0.5 | -2.4 | 3.3
GDH-TPI inh | 2 | 5 | 25 | 0 | 1 | -6 | 1 | 7
FadD28 FP inh | 0.5 | -2.0 | 0.8 | 1.0 | -1.8 | -5.3 | 0.5 | 0.2
Mtb FBA inh | 34* | -2 | 0 | 0 | 2 | 2 | 0 | 3
MazEF act | 2 | -4 | -3 | -18 | 5 | -1 | -1 | -6

9: Cc1ccc(CN(C)C(=O)C2CCC(=O)N(CC3CCCCC3)C2)o1 (stereo not given)
10: Cc1ccc2cccc(NC(=O)c3ccc(Br)o3)c2n1
11: CCn1c2ccccc2c2cc(NC(=O)c3cc(C)on3)ccc21
12: O=c1cc(-c2ccccc2)[nH]c2cc(Cl)ccc12
13: CCOC(=O)N1CCN(c2cc(=O)n(-c3ccccc3Cl)c(=O)[nH]2)CC1
14: CC(Sc1nnc(-c2ccncc2)n1C)C(=O)NCC1CCCO1 (stereo not given)
15: CC(=O)Nc1cccc(-c2nnc(SCC(=O)n3c4c(c5ccccc53)CCCC4)n2C)c1
16: COC(=O)c1c(-c2cccc(C)c2)csc1N
screen / no. | 9 | 10 | 11 | 12 | 13 | 14 | 15 | 16
BoNT-F LC inh | -2 | -6 | -3 | -7 | 0 | -3 | -10 | -3
CCHFV vOTU inh | 13 | 1 | -5 | 7 | -4 | -6 | 2 | 12
Rv3671c inh | -5 | -16 | 11 | -3 | 11 | 2 | -11 | 7
DUSP3 inh | -11 | 8 | -1 | 4 | 28 | . | 21 | -2
BioA inh | 0.4 | 1.4 | 2.9 | -0.9 | -2.1 | -1.8 | 2.1 | 0.6
UGM FP inh | -0.4 | -4.5 | -4.5 | -0.4 | 3.9 | 2.4 | 1.3 | 0.8
GDH-TPI inh | 9 | 21 | 14 | 16 | 5 | 8 | -2 | -13
FadD28 FP inh | 0.3 | -2.7 | 3.2 | -0.3 | -2.7 | 1.2 | -4.6 | -1.3
Mtb FBA inh | 3 | 4 | 2 | 1 | 6 | 1 | 2 | -13
MazEF act | 0 | -8 | -3 | -6 | -10 | 3 | -3 | -2

# Some of the entries above, reformatted:
(16) COC(=O)c1c(-c2cccc(C)c2)csc1N
  BoNT-F LC inh: -3
  CCHFV vOTU inh: 12
  Rv3671c inh: 7
  DUSP3 inh: -2
  BioA inh: 0.6
  UGM FP inh: 0.8
  GDH-TPI inh: -13
  FadD28 FP inh: -1.3
  Mtb FBA inh: -13
  MazEF act: -2

(15) CC(=O)Nc1cccc(-c2nnc(SCC(=O)n3c4c(c5ccccc53)CCCC4)n2C)c1
  BoNT-F LC inh: -10
  CCHFV vOTU inh: 2
  Rv3671c inh: -11
  DUSP3 inh: 21
  BioA inh: 2.1
  UGM FP inh: 1.3
  GDH-TPI inh: -2
  FadD28 FP inh: -4.6
  Mtb FBA inh: 2
  MazEF act: -3

(9) Cc1ccc(CN(C)C(=O)C2CCC(=O)N(CC3CCCCC3)C2)o1 (stereo not given)
  BoNT-F LC inh: -2
  CCHFV vOTU inh: 13
  Rv3671c inh: -5
  DUSP3 inh: -11
  BioA inh: 0.4
  UGM FP inh: -0.4
  GDH-TPI inh: 9
  FadD28 FP inh: 0.3
  Mtb FBA inh: 3
  MazEF act: 0

(13) CCOC(=O)N1CCN(c2cc(=O)n(-c3ccccc3Cl)c(=O)[nH]2)CC1
  BoNT-F LC inh: 0
  CCHFV vOTU inh: -4
  Rv3671c inh: 11
  DUSP3 inh: 28
  BioA inh: -2.1
  UGM FP inh: 3.9
  GDH-TPI inh: 5
  FadD28 FP inh: -2.7
  Mtb FBA inh: 6
  MazEF act: -10

# (listing goes on)
17: Cc1c(C(=O)OCC(=O)N(C)C2CCS(=O)(=O)C2)oc2ccc(Br)cc12 (stereo not given)
18: Cc1c(CCCl)c(Cl)n2c(nc3ccccc32)c1C#N
19: O=C1CC(c2ccccc2)CC(O)=C1C=NCc1ccc(Cl)c(Cl)c1 (stereo not given)
20: CCC1(C)Cc2nc3sc(C(=O)O)c(N)c3cc2CO1 (stereo not given)
21: Cc1ccc(Cn2ccc(NC(=O)c3cc(C4CC4)on3)n2)cc1
22: Cn1cccc1/C=C1/SC(=O)N(CC(=O)N2CCCC2)C1=O
23: CCOc1cc(N2CCOCC2)c(OCC)cc1NC(=O)c1ccc(C)cc1
24: COc1cccc(/C=N/Nc2ncnc(Cl)c2N)c1O
screen / no. | 17 | 18 | 19 | 20 | 21 | 22 | 23 | 24
BoNT-F LC inh | -5 | -6 | 0 | 2 | -2 | -6 | -2 | -4
CCHFV vOTU inh | -1 | -23 | -10 | 6 | 26 | 10 | -5 | 17
Rv3671c inh | 6 | . | -4 | 3 | -4 | 7 | 9 | 5
DUSP3 inh | -1 | . | 13 | 17 | 23 | 3 | 37 | 0
BioA inh | -1.4 | . | -1.6 | -1.2 | . | . | . | .
UGM FP inh | 1.9 | . | -1.4 | -0.8 | -4.2 | 1.7 | -1.7 | 0.2
GDH-TPI inh | 8 | 0 | -9 | 15 | 4 | 7 | -3 | 32*
FadD28 FP inh | -1.0 | -4.6 | -1.1 | -2.0 | -3.6 | -0.7 | -3.1 | 1.1
Mtb FBA inh | 1 | 3 | 1 | 0 | -2 | -2 | -2 | -4
MazEF act | -2 | 29 | -2 | -4 | -3 | 4 | 7 | 2

# The list goes on (2 carried over from the part before).
23: CCOc1cc(N2CCOCC2)c(OCC)cc1NC(=O)c1ccc(C)cc1
24: COc1cccc(/C=N/Nc2ncnc(Cl)c2N)c1O
25: CCOCCCN1C(=O)C(O)=C(C(C)=O)C1c1cccs1 (stereo not given)
26: CCOC(=O)c1oc2ccccc2c1NC(=O)CCl
27: Cc1ccc2c(c1)=C(c1sc(N(C)c3ccc(O)cc3)nc1O)C(=O)N=2
28: O=C(O)Cc1ccc(NC(=O)Nc2cccc3ccccc23)cc1
29: CCc1ccc[n+](-c2nc([O-])sc2C=O)c1
30: CCn1c(SCC(=O)C(C)(C)C)nnc1-c1ccccc1OC
31: COC(=O)c1cc(OC)c(OC)cc1N1C(=O)CCCC1=O
32: CC(C)c1nnc(NC(=O)COC(=O)/C=C/c2ccc([N+](=O)[O-])cc2)s1
screen / no. | 23 | 24 | 25 | 26 | 27 | 28 | 29 | 30 | 31 | 32
BoNT-F LC inh | -2 | -4 | 2 | ? | -30 | -8 | ? | -2 | -6 | 9
CCHFV vOTU inh | -5 | 17 | 14 | -7 | 5 | 10 | -10 | 4 | . | -2
Rv3671c inh | 9 | 5 | 3 | -5 | -6 | 2 | 15 | -3 | 4 | -3
DUSP3 inh | 37 | 0 | . | 14 | 3 | 36 | 25 | 9 | 2 | 14
BioA inh | . | . | -0.4 | . | -1.3 | 2.1 | -1.0 | 0.5 | . | -1.5
UGM FP inh | -1.7 | 0.2 | -5.0 | 3.5 | 2.7 | -1.0 | -1.8 | 1.6 | 0.1 | 0.9
GDH-TPI inh | -3 | 32* | 8 | -3 | 13 | -1 | -3 | 2 | 4 | 6
FadD28 FP inh | -3.1 | 1.1 | -0.8 | -3.6 | -1.7 | -1.1 | -3.8 | -2.1 | 0.0 | -2.0
Mtb FBA inh | -2 | -4 | 1 | 1 | -1 | 5 | 0 | 0 | -6 | 0
MazEF act | 7 | 2 | 0 | 4 | -5 | 0 | 0 | -7 | 6 | -1

33: Cc1ccc(S(=O)(=O)N(C)C)cc1NC(=O)COC(=O)c1cccs1
34: COc1ccc(CN(C)CC(=O)NC(=O)NCc2ccccc2)cc1OC
35: Cc1ccc(N(CC(=O)NCC2CCCO2)C(=O)CCC(=O)Nc2nccs2)cc1 (stereo not given)
36: CC1SC(=NC(=O)C(C)N2C(=O)c3ccccc3C2=O)NC1=O (stereo not given)
37: COc1cc(S(=O)(=O)N2CCOCC2)ccc1NC(=O)COC(=O)c1ccccn1
38: Cc1ccc([N+](=O)[O-])c(C(=O)Nc2cccnc2Cl)c1
39: C=CC[n+]1cccc(-c2cc3ccc(C)cc3[nH]2)c1
40: Cc1c(CCC(=O)N2CCC(C(=O)NCCCCCC(=O)O)CC2)c(=O)oc2cc3oc4c(c3cc12)CCCC4
screen / no. | 33 | 34 | 35 | 36 | 37 | 38 | 39 | 40
BoNT-F LC inh | -4 | -4 | -4 | -1 | 0 | 0 | -7 | 6
CCHFV vOTU inh | 11 | -14 | 3 | -10 | -2 | 10 | 5 | -9
Rv3671c inh | . | -9 | 2 | -2 | 13 | -11 | . | 5
DUSP3 inh | . | -2 | 16 | 13 | -4 | -2 | 13 | -32
BioA inh | 0.8 | . | -0.5 | 1.2 | . | 1.8 | 0.2 | -0.9
UGM FP inh | . | 2.7 | 1.4 | -1.1 | -0.4 | -1.1 | -2.8 | -2.6
GDH-TPI inh | 12 | -3 | 0 | -6 | 6 | 7 | 23 | 3
FadD28 FP inh | -4.5 | 0.2 | -0.9 | -0.8 | -0.8 | 0.0 | . | -4.4
Mtb FBA inh | -2 | 4 | -1 | 0 | 0 | -2 | 2 | 4
MazEF act | -5 | -10 | 7 | -9 | -1 | 6 | 5 | 6

41: O=C(CCc1c[nH]c2ccccc12)N1CCCCCCC1
42: COCc1cc(Sc2ccc(Cl)cc2Cl)nc(-c2ccccc2)n1
43: COc1ccccc1C1CC(c2ccccc2)=NN1C(=O)c1ccccc1 (stereo not given)
44: CCn1cc(C(=O)NCCCOC(C)C)c2cc(OC)c(OC)cc2c1=O
45: CCN(CC)P(=S)(c1c(C)nc2ccccn12)c1c(C)nc2ccccn12
46: Cc1ccc2nc(SCC(=O)N3CCN(c4ccccc4)CC3)nc(=O)n2c1
47: Cc1ccc(S(=O)(=O)NNC(=O)c2ccc3ccccc3n2)cc1
48: C/C(=N\NC(=O)c1cccc(S(=O)(=O)N2CCOCC2)c1)c1ccc(OCC(=O)N(C)C)cc1
screen / no. | 41 | 42 | 43 | 44 | 45 | 46 | 47 | 48
BoNT-F LC inh | 9 | -40 | 0 | -6 | -16 | 3 | -10 | -6
CCHFV vOTU inh | 1 | 5 | -8 | 19 | 3 | 18 | 1 | -5
Rv3671c inh | -5 | -6 | 3 | 3 | 0 | 2 | -3 | 5
DUSP3 inh | -2 | 10 | . | -22 | 2 | . | 13 | .
BioA inh | -0.2 | 0.0 | -3.3 | 1.8 | -0.9 | 9.7 | 2.3 | .
UGM FP inh | 2.8 | 6.6 | -5.1 | 0.0 | -1.7 | . | 3.0 | -2.3
GDH-TPI inh | 2 | 1 | 4 | -4 | 5 | 17 | 0 | -9
FadD28 FP inh | -0.4 | 0.0 | . | -1.7 | -2.6 | 0.7 | -0.6 | -1.3
Mtb FBA inh | 0 | 3 | -1 | 7 | 7 | 0 | -2 | 3
MazEF act | 5 | -2 | -7 | 7 | -41 | -21 | 6 | 1

# Compound activity as filed in PubChem BioAssay.
